Screening data (PubChem BioAssay)
DT40 TDP1 CPT: DT40-hTDP1 cell growth loss with CPT. chicken DT40 Tdp1-/-;hTDP1 cells + 20 nM CPT, ATP luminescence, 48 h. Potency, µM (highest dose often 46.2 µM), for the others: at the top dose activity change, negative = growth inhibition, usual class: inhibitors. 420,000 compounds, 12% hits. AID 686979; active means well fitted inhibition curve with a large enough effect; inconclusive means small, poorly fitted or top-dose-only effect; further: nearly all actives have a fitted effect of over 55% in size
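Chicken DT40 Tdp1-/- cells stably complemented with human TDP1 were seeded at 400 cells/well in medium containing 20 nM camptothecin, exposed to pin-transferred compounds, and grown at 37 °C for at least 48 hr. Viability was read as ATP luminescence.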
* marks the source's active call; other numbers are inactive results; u = inconclusive; [ ] = another dose, or the depositor's remark. On the % scale 0 is the no-effect control and ±100 the full control effect; potency means the concentration at half of the fitted maximal effect.

SMILES	DT40 TDP1 CPT
CCCCC(=O)N(C)c1c(CC)nc2c(OCC(=O)c3ccc(F)cc3)cccn12	u
CCN(CC)C(=O)C1=C(C)N(CCCN2CCCC2=O)C(=O)C(CC(=O)NC2CC2)C1 (stereo not given)	-8%
CC(C)NC(=O)C1C(c2ccccc2)=Nc2ccccc2N1C(=O)c1ccc(C(F)(F)F)cc1 (stereo not given)	u
CCOC1=C2CN(S(=O)(=O)c3ccc(C)cc3)[C@H](c3cccc(Cl)c3)C[C@H]2[C@H]2C(=O)N(c3ccccc3)C(=O)[C@H]2C1	-11%
COc1ccc(-n2sc3ccccc3c2=O)cc1	3.7µM*
CCn1cc(/C=C(\NC(=O)c2ccccc2OC)C(=O)N2CCOCC2)c2ccccc21	u
CCC1CN(CCNC(=O)c2cccnc2C)Cc2cc(OC)ccc2O1 (stereo not given)	21%[9.04 µM]
C#CCNC(=O)C[C@@H]1C[C@@]2(C(=O)OCC)CCC=C2N(Cc2ccc3c(c2)OCO3)C1=O	-18%
CC(C)C[C@@H](CN1CCC[C@H]1CN1C(=O)C(=O)NC[C@@H]1Cc1ccc(O)cc1)N1C[C@H](Cc2ccc(O)cc2)N(CC2CCCCCC2)C(=O)C1=O	u
O=C1N2CCCCC1(Sc1ccccc1)CCC2 (stereo not given)	13%
CC1(c2nnnn2Cc2ccccc2)CCC(=O)N1Cc1cccnc1 (stereo not given)	-7%
COc1ccc(Cc2c(-c3ccccc3)nc3cc(C)c(Br)c(C)n23)c(C)c1	u
COc1ccc(CCNC(=O)COC(=O)C2=NNC(=O)CC2)cc1	-13%
O=C(C[C@H]1C(=O)N(CCc2ccccc2)C[C@@H]1Cc1ccccc1)Nc1ccc(Br)cc1	u
O=C(O)c1cccc2c1C(=O)c1ccc(N3CCN(Cc4ccc5c(c4)OCO5)CC3)cc1S2(=O)=O	0%
COC(=O)c1c[n+]([O-])ccc1OC	-13%
CCOC(=O)c1cc(-c2ccc(N3C(c4ccsc4)=Cc4ccccc4C3CC(C)=O)cc2)cc([N+](=O)[O-])c1 (stereo not given)	-4%
CCc1nc2ccc(C(=O)NCCc3ccccn3)cn2c1N(CC)CCOC	u
CCCCN1C(=O)C(CC(=O)NCC2CCCCC2)CC(C(=O)N2CCOCC2)=C1C (stereo not given)	-12%
CC(C)(C)OC(=O)N1CCC(NC(=O)c2[nH]cnc2C(=O)Nc2ccc(Br)cc2F)CC1	21µM*
Nc1ncnc2c1ncn2[C@@H]1O[C@H](C(=O)N[C@@H](CO)Cc2ccccc2)[C@@H](O)[C@H]1O	0%
CC(=O)Nc1ccc(NC(=S)NC(=O)c2ccc(C(C)(C)C)cc2)cc1	-10%
CC(C)C[C@H]1CNC(=S)N1C[C@H]1CCCN1C[C@H](Cc1ccccc1)N1C[C@H](Cc2ccc(O)cc2)N(CC2CCCCCC2)C1=S	15µM*
CC(=O)NCCNc1nc2cc(-c3cscc3C)sc2c(=O)n1C	-30%

Part of the list above, field by field.
> C#CCNC(=O)C[C@@H]1C[C@@]2(C(=O)OCC)CCC=C2N(Cc2ccc3c(c2)OCO3)C1=O
  DT40 TDP1 CPT: -18%

> CC(C)C[C@@H](CN1CCC[C@H]1CN1C(=O)C(=O)NC[C@@H]1Cc1ccc(O)cc1)N1C[C@H](Cc2ccc(O)cc2)N(CC2CCCCCC2)C(=O)C1=O
  DT40 TDP1 CPT: u

(continued)
SMILES	DT40 TDP1 CPT
CCOC(=O)[C@]12CCCC=C1N(Cc1ccccc1)C(=O)[C@H](CC(=O)NCc1cccc3ccccc13)C2	18µM*
C[C@@H]1CN([C@@H](C)CO)C(=O)CCCn2nncc2CO[C@H]1CN(C)C(=O)Nc1cccc2ccccc12	-3%
CC(C)Nc1nc(Nc2ccc(F)cc2)c2sccc2n1	26µM*
O=C1C=C(c2n[nH]nc2-c2ccccc2)C[C@@H](c2ccc(F)cc2)C1	u
COCCCN1C(=O)C(CC(=O)NCCCCc2ccccc2)CC(C(=O)N(C(C)C)C(C)C)=C1C (stereo not given)	u
CC(=O)Nc1ccc(CNc2nc3cc(-c4ccccc4C)sc3c(=O)n2C)cc1	u
Cc1ccc(Cc2c(-c3ccco3)nc3ccc(Br)cn23)cc1	u
CCOC(=O)C1=CCN(S(=O)(=O)c2ccc(F)cc2)C1c1ccc(Br)cc1 (stereo not given)	u
O=C(c1ccco1)N1CCN(C2CN(Cc3ccc([N+](=O)[O-])cc3)S(=O)(=O)C2)CC1 (stereo not given)	-9%
Cc1cccc(N2CCN(C(=O)COc3noc4nc(C)cc(C)c34)CC2C)c1 (stereo not given)	u
O=C(COC(=O)C1CC(=O)N(Cc2ccccc2)C1)Nc1ccc([N+](=O)[O-])cc1Br (stereo not given)	-1%
O=C(NCCN1Cc2ccccc2OC(c2ccsc2)C1)c1cncs1 (stereo not given)	-48%[9.04 µM]
CN1OC[C@@H]2CN(Cc3ccccc3)[C@H](c3ccc(-n4ccnc4)cc3)C[C@@H]21	-16%
COc1ccccc1-c1cnc(C(O)c2ccc(Cl)cc2)[nH]1 (stereo not given)	-19%
COc1ccc(C)cc1N1CC(C(=O)Nc2cccc(C(=O)NC3CC3)c2)CC1=O (stereo not given)	u
CN(C)C(=O)c1cccc(-c2cnc3c(NC=O)cc(-c4cccc(C(F)(F)F)c4)cn23)c1	8.2µM*
CC1(C(=O)NCc2cccc3ccccc23)CCN1CCc1ccccc1 (stereo not given)	u
COc1cc2c(cc1[N+](=O)[O-])-c1ccc([N+](=O)[O-])cc1C2=NO	26µM*
CC(C)NC(=O)C1(C)CN(S(C)(=O)=O)CC(=O)N1Cc1cccc(C(F)(F)F)c1 (stereo not given)	-2%
C#CCNC(=O)C[C@@H]1C[C@@]2(C(=O)OC)CC(C)(C)CC=C2N(Cc2cccc3ccccc23)C1=O	16µM*
COc1ccc(C(=O)N2C=Cc3ccccc3C2C(N)=O)cc1 (stereo not given)	u
Cc1c(C(=O)NCc2ccc3c(c2)OCCO3)sc(=O)n1Cc1ccc2c(c1)OCO2	u
CCCCCCCCN1C(=O)[C@H](CC(=O)N2CCN(C(=O)OCC)CC2)C[C@@]2(C(=O)OC)CC(C)(C)CC=C12	13µM*
CC(NCCCSc1ccccc1)C(O)c1ccc(O)cc1 (stereo not given)	u
CCCCCCN1CCN(C2CN(Cc3ccc([N+](=O)[O-])cc3)S(=O)(=O)C2)CC1 (stereo not given)	u
Cc1noc(C)c1-c1ccc(C(=O)Nc2cccc(C(F)(F)F)c2)c2occc12	16µM*
OC(c1cc(Cl)cc(Cl)c1)c1ncc(-c2ccccc2C(F)(F)F)[nH]1 (stereo not given)	u
O=C(NCc1ccccc1)C1C(c2ccccc2)=Nc2ccccc2N1C(=O)c1ccncc1 (stereo not given)	-9%
CCOC(=O)c1c[nH]n2c(=S)ncnc12	0%
CC1(C(=O)O)CCCN(C(=O)C2(c3ccc(Cl)cc3)CCCC2)C1 (stereo not given)	7%
CC(C)(C)C1CCC(=O)N2CCC[C@]2(c2ccccc2)C1 (stereo not given in full)	u
CN(C)c1ccc(CC(=O)N2CCCC(c3cc(C(=O)Nc4ccc(F)c(Cl)c4)no3)C2)cc1 (stereo not given)	16µM*
CCC1NC(=O)c2cc3ccccc3cc2-n2c1nc1ccc(F)cc1c2=O (stereo not given)	u
CC(C)(C)C(C(=O)NCc1ccccc1)N1CCN(CCN2CCOCC2)CC1 (stereo not given)	-13%
CCN(CC)S(=O)(=O)c1ccc(SCC(=O)c2c(N)n(C3CC3)c(=O)[nH]c2=O)nc1	u
O=C1CNc2cc(Cl)ccc2N1	u
C[C@H](CO)N1C[C@H](C)[C@@H](CN(C)S(=O)(=O)c2ccc(Oc3ccccc3)cc2)OCc2cnnn2CCCC1=O	14%
CC(C)c1c(C(=O)N(C)Cc2cccc3ncccc23)cnn1-c1nccc(-c2ccco2)n1	-9%[9.04 µM]
CC(=O)Oc1ccccc1Cn1c(C)c(C(=O)N(C)Cc2ccc(F)cc2)sc1=O	u
CC(C)NC(=O)C1(C)CCN1Cc1ccc(Cl)cc1 (stereo not given)	u
CCOC(=O)CCCN(c1[nH]c(C)c(C)c1C#N)S(=O)(=O)c1ccc(C)cc1	-8%
COc1ccccc1Cc1c(-c2ccco2)nc2ccc(Cl)cn12	16µM*
COC1=Nc2ccccc2N2CCN=C12	10%
Cc1ccc2c(c1)cc(CN(C)Cc1nc(C)cs1)c(=O)n2C	0%
COc1ccccc1C(=O)Nc1ccnn1C1CCN(C2CCCCC2)CC1	-14%
CCOC(=O)[C@]12CCCC=C1N(Cc1ccc(Cl)cc1Cl)C(=O)[C@H](CC(=O)NCc1cccc(C(F)(F)F)c1)C2	15µM*
CCCCCCCCN1C(=O)[C@H](CC(=O)N2CCN(C(=O)C3CC3)CC2)C[C@@]2(C(=O)OC)CCCCC=C12	u
CC(C)Oc1ccc(S(=O)(=O)N2CCOCC2)cc1NC(=O)c1ccc(Cl)c(S(=O)(=O)N2CCOCC2)c1	-13%
CCC(C(=O)NC(N)=O)c1ccccc1 (stereo not given)	13%
CCCCN1C(=O)C(CC(=O)NCCCCc2ccccc2)CC(C(=O)N2CCCCCC2)=C1C (stereo not given)	18µM*
Cc1ccc(NC(=O)NC(=O)COC(=O)c2ccc(O)cc2O)c(C)c1	u
CCCc1ccc(C(O)c2ncc(-c3cccc(C)c3)[nH]2)cc1 (stereo not given)	u
CCOC(=O)C1(C#N)C(=O)CSC1=Nc1ccccc1Cl (stereo not given)	11%
CCOC(=O)C1=CCN(S(=O)(=O)c2ccc(Cl)cc2)C1c1cccc(C)c1 (stereo not given)	u
C=Cc1ccc(Cn2c(C)c(C(=O)NCc3ccc4c(c3)OCO4)sc2=O)cc1	u
COc1cc(CNC(=O)c2cc(-c3ccc(OC)cc3C)n[nH]2)cc(OC)c1	u
COc1ccccc1CNC(=O)C1(C)CCN1Cc1ccc(OC(F)(F)F)cc1 (stereo not given)	16µM*
Clc1ccc2nc3ccccc3cc2c1	3%
COc1ccc(C(=O)COC(=O)c2cc(=O)c3ccccc3o2)c(OC)c1	-6%
CCCCn1nnnc1C1(C)CCC(=O)N1Cc1ccc(F)cc1 (stereo not given)	-11%

Additional records:
SMILES	DT40 TDP1 CPT
Cc1ccc(Cc2c(-c3ccc(C)cc3)nc3c4ccccc4ccn23)cc1	u
Cc1ccc(C)c(N2CCN(C(C(=O)NC3CCCC3)c3ccco3)CC2)c1 (stereo not given)	u
Cc1nc2sccn2c1CN1CCC2(CC1)CC2C(=O)Nc1ccc2c(c1)OCO2 (stereo not given)	-2%[9.04 µM]
C[C@H]1CN([C@@H](C)CO)S(=O)(=O)c2ccc(Br)cc2O[C@H]1CN(C)C(=O)Cc1ccccn1	0%
CCc1nc2c(OCC(=O)c3ccc(Cl)cc3Cl)cccn2c1N(C=O)Cc1ccccc1	21µM*
O=C(C1CCCCC1)N1C[C@@H](O)[C@H](n2cc(C3CC3)nn2)C[C@@H]1c1ccc(Cl)cc1	u
Cc1ccccc1-c1csc(C(O)c2ccc(F)c(F)c2)n1 (stereo not given)	u
COCCN(Cc1ccc(OC)cc1)c1c(C)nc2ccc(C(=O)Nc3ccc(NC(C)=O)cc3)cn12	u
Cc1cccc(C)c1NC(=O)C1(C)CSCC(=O)N1CCOc1ccccc1 (stereo not given)	14%
Cc1ccc(NC(=O)c2cc(S(=O)(=O)N3CCCCC3)ccc2N2CCOCC2)cc1	-20%
COc1ccccc1CN(C)C[C@@H]1OCc2cnnn2CCCC(=O)N([C@@H](C)CO)C[C@H]1C	1%
COC(=O)[C@@H](NS(=O)(=O)c1ccc(F)cc1Br)C(C)C	-13%
CCN1CCN(C(C(=O)NC2CCCCC2)c2ccnc3ccccc23)CC1 (stereo not given)	-5%
CCCCn1c(N)c(N(CCOC)C(=O)CCS(=O)(=O)c2ccc(C)cc2)c(=O)[nH]c1=O	-1%
COc1cccc(C(=O)N2CCC2(C)C(=O)NC(C)C)c1 (stereo not given)	-12%
Cc1nc(NCc2cccc3c2OCO3)sc1-c1ccn(CC2CCCN(C)C2)n1 (stereo not given)	-5%[9.04 µM]
COc1ccc(-c2cnc(C(O)c3ccc(C(C)(C)C)cc3)[nH]2)cc1 (stereo not given)	u
CCOC(=O)N1CCN(C(c2ccnc3ccccc23)c2nnnn2-c2ccc3c(c2)OCCO3)CC1 (stereo not given)	u
CCOC(=O)C1(C)CCN1C(=O)c1cc2ccccc2s1 (stereo not given)	u
CSc1ncnc2c1ncn2CCCNCc1ccco1	-11%
C[C@H](CO)N1C[C@H](C)[C@@H](CN(C)C(=O)NC2CCCCC2)Oc2ncc(Br)cc2C1=O	-13%
CC(C)(C)NC(=O)C(c1cccc2ccccc12)n1c(=O)c(-c2ccccc2)nc2ccccc21 (stereo not given)	21µM*

Eleven compounds already listed, ordered by count of non-hydrogen atoms, falling:
SMILES	DT40 TDP1 CPT
COCCN(Cc1ccc(OC)cc1)c1c(C)nc2ccc(C(=O)Nc3ccc(NC(C)=O)cc3)cn12	u
CC(C)(C)NC(=O)C(c1cccc2ccccc12)n1c(=O)c(-c2ccccc2)nc2ccccc21 (stereo not given)	21µM*
COc1ccccc1CN(C)C[C@@H]1OCc2cnnn2CCCC(=O)N([C@@H](C)CO)C[C@H]1C	1%
CCCCn1c(N)c(N(CCOC)C(=O)CCS(=O)(=O)c2ccc(C)cc2)c(=O)[nH]c1=O	-1%
C[C@H](CO)N1C[C@H](C)[C@@H](CN(C)C(=O)NC2CCCCC2)Oc2ncc(Br)cc2C1=O	-13%
Cc1nc(NCc2cccc3c2OCO3)sc1-c1ccn(CC2CCCN(C)C2)n1 (stereo not given)	-5%[9.04 µM]
Cc1cccc(C)c1NC(=O)C1(C)CSCC(=O)N1CCOc1ccccc1 (stereo not given)	14%
COc1ccc(-c2cnc(C(O)c3ccc(C(C)(C)C)cc3)[nH]2)cc1 (stereo not given)	u
Cc1ccccc1-c1csc(C(O)c2ccc(F)c(F)c2)n1 (stereo not given)	u
CSc1ncnc2c1ncn2CCCNCc1ccco1	-11%
COC(=O)[C@@H](NS(=O)(=O)c1ccc(F)cc1Br)C(C)C	-13%

Some of the compounds tested; count on the stated rates, not on these rows.
